Bioassay records (PubChem)
N370S GC mod: qHTS Assay for Inhibitors and Activators of N370S glucocerebrosidase as a Potential Chaperone Treatment of Gaucher Disease. N370S GC spleen homogenate, 4MU-glucoside fluorescence. 0.092% of 330,000 active. Potency, µM (highest dose often 59.4 µM), for inactives: at the highest dose activity change, negative = inhibition, hits mostly inhibitors. Lysosomal acid glucosylceramidase (Homo sapiens), P04062. AID 2101, 2009;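 also: 0% = full enzyme activity and -100% = no enzyme basal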
FEN1 inhibitor: qHTS Assay for the Inhibitors of Human Flap endonuclease 1 (FEN1) | Potency, µM (highest dose often 114 µM), for the others: at the highest dose activity change, negative = inhibition, actives largely listed as inhibitors | 0.35% of 390,000 active | AID 588795, 2011 | Recombinant FEN1 flap cleavage, fluorescence, 15 min | P39748; also: nearly all actives have a fitted effect of over 65% in size
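Enzyme 10 nM, 15 min RT preincubation with compound; start with substrate 50 nM final; reads at 0 and 15 min; qHTS titration, four-parameter Hill fit.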
KAT2A inh: qHTS Assay for Inhibitors of GCN5L2 | Potency, µM (highest dose often 58.9 µM), for inactives: top-dose activity change, negative = inhibition, actives largely listed as inhibitors | GCN5L2 HAT assay, ThioGlo1 CoA-SH fluorescence | 0.21% of 390,000 active
Target sequence (Q92830 whole entry, looked up): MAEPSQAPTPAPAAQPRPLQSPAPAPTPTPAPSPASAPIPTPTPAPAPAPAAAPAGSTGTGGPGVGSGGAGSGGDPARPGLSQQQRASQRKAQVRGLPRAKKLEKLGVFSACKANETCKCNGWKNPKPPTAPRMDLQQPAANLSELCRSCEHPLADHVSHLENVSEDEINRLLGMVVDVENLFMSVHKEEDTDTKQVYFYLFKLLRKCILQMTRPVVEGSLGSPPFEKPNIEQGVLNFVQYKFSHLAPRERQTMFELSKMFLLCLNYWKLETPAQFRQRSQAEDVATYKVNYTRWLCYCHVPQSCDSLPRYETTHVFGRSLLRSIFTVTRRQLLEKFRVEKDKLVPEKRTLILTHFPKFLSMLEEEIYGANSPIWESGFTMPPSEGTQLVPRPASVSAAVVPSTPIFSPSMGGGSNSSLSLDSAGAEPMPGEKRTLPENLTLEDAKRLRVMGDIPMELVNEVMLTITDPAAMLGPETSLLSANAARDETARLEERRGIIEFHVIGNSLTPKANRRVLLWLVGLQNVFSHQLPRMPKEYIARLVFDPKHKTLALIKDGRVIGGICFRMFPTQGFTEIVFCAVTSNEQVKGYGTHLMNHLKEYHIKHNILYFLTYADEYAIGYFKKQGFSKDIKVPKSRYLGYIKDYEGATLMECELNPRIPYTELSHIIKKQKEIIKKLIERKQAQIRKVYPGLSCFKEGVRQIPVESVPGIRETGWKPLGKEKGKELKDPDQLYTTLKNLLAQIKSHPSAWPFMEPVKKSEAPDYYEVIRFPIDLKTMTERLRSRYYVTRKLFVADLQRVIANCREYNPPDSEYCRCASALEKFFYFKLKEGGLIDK
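Fluorescence readout, Ex340nm/Em540nm: ThioGlo1 (50uM final) reacts with free CoA thiol released as 20nM GCN5L2 acetylates H3(1-25) peptide (75uM) using acetyl-CoA (70uM). Compound and enzyme sat 15 min beforehand; 20 min room-temperature reaction.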
Active calls of the source: *; ? = inconclusive; / = no result given; & = joins results of further samples; [ ] = another dose, or the depositor's remark. Calls follow the shape of the dose curve; as a rule, active = well fitted curve in the direction sought with a large enough effect; inconclusive = small, poorly fitted or top-dose-only effect, or another doubt; inactive = no such curve, though single readings can be large; an effect the other way counts as inactive or inconclusive. Unless noted, % is scaled to controls: 0 for no effect and ±100 for the full control effect; potency is read from the fitted curve at half-maximal effect.

compound | N370S GC mod | FEN1 inhibitor | KAT2A inh
Cc1ccc2nc(C)c(C(=O)NN=C3CCN(C)CC3)n2c1 | -6% | 5% | -9%
Cc1ccc(C)c(NS(=O)(=O)c2ccc3[nH]c(=O)oc3c2)c1 | 4% | -6% | -5%
COc1ccc(N2C(=O)CC(NCC#N)C2=O)cc1 (stereo not drawn) | 0% | -2% | 2%
COc1ccc(COCC(O)CN(Cc2ccccc2)C(C)C)cc1OC (stereo not drawn) | -8% | 4% | 6%
COc1cccc(CN2CCN(C(=S)NCc3ccc(Cl)cc3)CC2)c1 | -16% | -2% | -2%
Oc1cccc(C(O)CNCc2ccc(-c3ccccc3)cc2)c1 (stereo not drawn) | -12% | 11% | -15%
Cc1nc(SCc2cccc(Cl)c2)nc2c1CCCC2 | / | -21% | -9%
Cn1c(SCc2ccc(F)cc2)nc2ccc(C(=O)NCc3ccccc3)cc21 | / | -4% | -10%
COc1ccc(NC(=O)c2cc(C(C)C)on2)c(OC)c1 | 18% | 9% | -7%
Cc1ccc(S(=O)(=O)NCC(=O)OCC(=O)NCc2ccc3c(c2)OCO3)cc1 | 4% | -6% | -8%
CC(=O)NCc1ccc(C(=O)CCl)s1 | 2% | 0% | -7%
Cc1c(NC(=O)CC(O)(C(F)(F)F)C(F)(F)F)c(=O)n(-c2ccccc2)n1C | -1% | -15% | -8%
CCOC(=O)C1CCCN(C(=O)c2ccc3oc(CCc4ccccc4)nc3c2)C1 (stereo not drawn) | -7% | -2% | -2%
CCOC(=O)[C@H]1[C@H]2COc3cc(OC)ccc3[C@@H]2N2C(=O)c3cc(OC)c(OC)cc3NC(=O)[C@@]12C | -22% | 1% | -4%
Cc1cc(NC(=O)CSCC(=O)N2CCN(c3ccccc3)CC2)no1 | / | 7% | -1%
S=C(NCc1ccncc1)Nc1ccccc1 | -4% | 24% | -11%
c1ccc2oc(CCc3nc4ccccc4o3)nc2c1 | 22% | 2% | -5%
Cc1ccccc1C(=O)NCCN1CCOCC1 | 13% | 19% | 0%
COc1cccc(C2=NN(C(=O)c3ccco3)C(c3ccco3)C2)c1 (stereo not drawn) | 14% | -15% | -10%
Cc1cccnc1NC(=O)c1ccc(S(=O)(=O)N2CCCCCC2)cc1 | -5% | -3% | 0%
CN(CC(=O)Nc1ccccc1C(F)(F)F)C(=O)CSc1nnc(-c2ccncc2)n1C | / | 2% | -3%
O=C1CC(c2ccccc2)CC2=C1C(c1ccccn1)Nc1ccccc1N2 (stereo not drawn) | 1% | -14% | -3%
O=C(Cn1c(=O)n(Cc2ccco2)c(=O)c2sc3ccccc3c21)Nc1ccc(F)cc1F | / | 24% | 0%
Cc1nnc(N)nc1C | -17% | -9% | 4%
CCN1CCN(CCCN(Cc2ccco2)C(=S)Nc2cc(Cl)ccc2C)CC1 | -4% | 4% | 0%
N#Cc1nccnc1S(=O)(=O)c1cccs1 | 0% | 4% | -11%
CCCn1c2ccccc2c2cnn(CC(=O)OC)c(=O)c21 | -6% | 1% | 0%
CC(=O)c1ccc(NS(=O)(=O)c2ccc3[nH]c4c(c3c2)CCCCCC4)cc1 | / | -2% | -5%
Cc1nc2ccn(Cc3cccnc3)c(=O)c2cc1C(=O)N1CCN(c2ccccc2)CC1 | / | -2% | -1%
C[C@H](CO)N1C[C@H](C)[C@@H](CN(C)S(C)(=O)=O)Oc2ccc(NS(=O)(=O)c3ccccc3)cc2C1=O | / | -3% | -1%
O=C(NC1CCS(=O)(=O)C1)c1c(NC(=O)C2COc3ccccc3O2)sc2c1CCCC2 (stereo not drawn) | 9% | 1% | -1%
C=CCOC(=O)C1=C(C)NC(C)=C(C(=O)OCC=C)C1/C=C/c1ccccc1 | ? | -22% | -19%
COc1cccc(-c2cc(C(=O)N/N=C/c3ccco3)c3ccccc3n2)c1 | 6% | -8% | ?
Cn1nccc1C(=O)NC1CCCc2c1cnn2-c1ccc(C(C)(C)C)cc1 (stereo not drawn) | 15% | 0% | -3%
CC1O[C@@H](OC2C(O)C(O)C(CO)O[C@H]2OC2C[C@]3(C)C(CC(O)C4[C@@H]([C@]5(C)CC[C@@H](C(C)(C)O)O5)CC[C@]43C)[C@@]3(C)CCC(O)C(C)(C)C23)C(O)C(O)C1O (stereo partly drawn) | / | -1% | -1%
Cc1nc2cc(-c3ccc(F)cc3)nn2c(N2CCOCC2)c1C | 4% | / | -10%

Random excerpt: 7 records from the list
compound | N370S GC mod | FEN1 inhibitor | KAT2A inh
Cn1nccc1C(=O)NC1CCCc2c1cnn2-c1ccc(C(C)(C)C)cc1 (stereo not drawn) | 15% | 0% | -3%
CCCn1c2ccccc2c2cnn(CC(=O)OC)c(=O)c21 | -6% | 1% | 0%
COc1cccc(-c2cc(C(=O)N/N=C/c3ccco3)c3ccccc3n2)c1 | 6% | -8% | ?
Cc1nc2ccn(Cc3cccnc3)c(=O)c2cc1C(=O)N1CCN(c2ccccc2)CC1 | / | -2% | -1%
O=C(NC1CCS(=O)(=O)C1)c1c(NC(=O)C2COc3ccccc3O2)sc2c1CCCC2 (stereo not drawn) | 9% | 1% | -1%
C=CCOC(=O)C1=C(C)NC(C)=C(C(=O)OCC=C)C1/C=C/c1ccccc1 | ? | -22% | -19%
CCN1CCN(CCCN(Cc2ccco2)C(=S)Nc2cc(Cl)ccc2C)CC1 | -4% | 4% | 0%

(next part)
compound | N370S GC mod | FEN1 inhibitor | KAT2A inh
N#C/C(=C\c1cccc(OC(=O)c2cccs2)c1)C(N)=O | 10% | 3% | 0%
N#Cc1ccccc1NC(=O)CSc1nnc(-c2ccccc2O)n1-c1ccccc1 | 9% | -4% | 2%
Cc1cccc(C(=O)Nc2c(-c3ccccc3)nc3cc(C)ccn23)c1 | / | -20% | -13%
COc1ccc(Cl)cc1S(=O)(=O)n1c([N+](=O)[O-])cnc1C | -9% | 0% | -26%
CCOc1ccc(S(=O)(=O)N(CC(=O)O)c2ccc(C)cc2)cc1 | 21% | -1% | -7%
COC(=O)c1ccc(/C=N/NC(=O)C2CC(=O)N(c3ccc(F)cc3)C2)cc1 (stereo not drawn) | -16% | -16% | 0%
COc1ccc(Cl)cc1NC(=O)N1CCC2(CC1)Oc1ccccc1C(=O)N2Cc1ccc(F)cc1 | / | -12% | -8%
Cc1c(C(=O)Nc2nc(-c3ccccn3)cs2)oc2ccccc12 | / | -27% | -2%
COC(=O)c1ccc(NC(=O)c2cc3cc4ccc(OC)c(Cl)c4nc3s2)cc1 | / | -1% | 1%
CCCCCC(=O)N/N=C(\C)c1ccc(Cl)cc1 | 4% | 1% | 3%
CCN(CC)CCCNCC(=O)Nc1ccc2c(c1)CCC2 | -2% | -4% | -5%
CC(C)(C)C(=O)NC1(C(F)(F)F)C(=O)Nc2c1c(=O)[nH]c(=O)n2Cc1ccco1 (stereo not drawn) | -3% | -5% | -1%
CCc1ccc2oc(-c3cc(NC(=O)c4cc([N+](=O)[O-])ccc4N4CCOCC4)ccc3Cl)nc2c1 | / | -10% | -13%
COc1ccc(CN(C(=O)CO/N=C/c2ccccc2)c2ccccc2C(=O)O)cc1 | -2% | 13% | -1%
CC(=O)Nc1ccc(C(=O)Nc2cc(C(F)(F)F)ccc2-n2cnc3ccccc32)cc1 | ? | -4% | -1%
Cc1ccc(-c2n[nH]c(=S)n2/N=C/c2c(C)[nH]n(-c3ccccc3)c2=O)cc1 | 3% | -4% | -10%
CC(O)Cc1cn([C@@H](CCCCN)C(=O)N2CCNCC2)nn1 (stereo partly drawn) | 2% | -19% | 0%
O=C1CC2(CCN(C(=O)C3CC(=O)N(c4ccc(F)cc4)C3)CC2)Oc2ccccc21 (stereo not drawn) | -4% | 8% | -6%
CCOC(=O)N1CCN(C(=O)CCc2cc(OC)c(OC)c(OC)c2)CC1 | -4% | 4% | 0%
O=C(NNc1nc2c(F)cccc2s1)C1=COCCO1 | 3% | 9% | -6%
COc1ccccc1C(=O)NCCC(=O)Nc1ccc(C)cn1 | 1% | -19% | 0%
CC(=O)Nc1ccc(N2C(=O)CC(N3CC(C)OC(C)C3)C2=O)cc1 (stereo not drawn) | -20% | 2% | -4%
COc1ccc(/C=C2\COc3ccccc3C2=O)c(OC)c1 | 2% | 7% | -14%
COc1ccc(C2C(C(=O)N3CCN(C)CC3)c3cc(OC)c(OC)cc3C(=O)N2C)cc1 (stereo not drawn) | 12% | 1% | -9%

Carrying on:
The line under a structure holds: N370S GC mod | FEN1 inhibitor | KAT2A inh
Cc1cc(C)nc(NC(=S)Nc2ccc(F)cc2F)c1
    10% | 8% | 2%
COc1ccc(C(CCNC(C)c2ccccc2)c2ccc(F)cc2)cc1 (stereo not drawn)
    -1% | -6% | 0%
CCc1cc2c(N3CCN(C(=O)c4ccco4)CC3)ncnc2s1
    10% | 3% | 0%
Cc1cccc(C)c1NC(=O)CN(C)C(=O)CN1C(=O)NC(C)(C)C1=O
    / | -1% | 0%
Cc1ccc(-n2c(SCC(=O)Nc3cccc(S(N)(=O)=O)c3)nc3ccccc32)cc1
    4% | -20% | -10%
CCCCNC(=O)CCC(=O)NNc1nc2ccccc2c2nc(-c3ccccc3)nn12
    -2% | 11%&6% | -3%&1%
CCOC(=O)c1c(CC(C)C)csc1NC(=O)COC(=O)C1=NNC(=O)CC1
    -10% | 2% | -2%
O=C(NCc1ccccc1)C(=O)NCC(c1cccnc1)N1CCN(c2ccccc2)CC1 (stereo not drawn)
    / | ? | -13%
CC(NC(=O)CSc1n[nH]c(-c2ccccc2Cl)n1)c1nc2ccccc2[nH]1 (stereo not drawn)
    / | -5% | -5%
CCOC(=O)C1=C(N)Oc2ccc3ccccc3c2C1c1cccnc1 (stereo not drawn)
    -4% | ? | -1%
Cc1cc(C)c(NC(=O)/C=C\C(=O)O)c(Cl)c1
    6% | -19% | 3%
Cc1csc(=O)n1CC(=O)OCC(=O)NCc1ccc(F)cc1
    -8% | 0% | -20%
O=C(Cc1ccsc1)N1CCN(S(=O)(=O)c2cc(C(F)(F)F)cc(C(F)(F)F)c2)CC1
    -2% | -11% | ?
O=S(=O)(Nc1nc2ccccc2nc1Nc1ccc(N2CCOCC2)cc1)c1cc(Cl)ccc1Cl
    -6% | -1% | -5%
O=C(NC1CCCC1)C(c1ccco1)N(Cc1ccccc1)C(=O)c1csnn1 (stereo not drawn)
    5% | 4% | 1%
Cc1ccc2cc(-c3noc(C4CCCO4)n3)c(=O)[nH]c2c1 (stereo not drawn)
    19% | -2% | -9%
Cc1ccc(S(=O)(=O)N(CC(=O)NC2CCCCCC2)c2ccccc2F)cc1
    10% | 1% | -11%
Cc1ccc(OCC(=O)Nc2cccc(S(=O)(=O)N3CCCCC3)c2)c([N+](=O)[O-])n1
    1% | -18% | -7%
COc1ccc(-c2nsc(NC(=O)c3ccccc3Br)n2)cc1
    / | 5% | -10%
O=C(Cc1ccccc1)Nc1ccc(N2CCN(Cc3ccccc3F)CC2)cc1
    4%[12.8 µM] | -2% | -2%
CCC(=O)NC(=S)Nc1ccc(NC(=S)NC(=O)c2ccccc2)cc1
    7% | 21% | -13%
COC(=O)CN(c1ccc(OC)c(OC)c1)S(C)(=O)=O
    -8% | 0% | -2%
COc1cc(OC)cc(C(=O)N2CCN(C(=O)c3cccc(F)c3)CC2)c1
    5% | 0% | /
O=c1c2ccccc2n(Cc2cccc(Cl)c2)c(=O)n1CCc1ccccc1
    / | -16% | -9%
Cc1cccc(NC(=O)CN2C(=O)N/C(=C\c3cccn3-c3cccc(C(=O)O)c3)C2=O)c1
    -1% | ? | -16%
Cc1ccc(-c2noc(CN(C(=O)CCN3C(=O)c4ccccc4C3=O)C(C)C)n2)cc1
    -6% | -7% | -3%
COc1ccc(OC)c(C(=O)c2ccc(C(=O)Nc3cccc4ccccc34)cc2)c1
    6% | -20% | -9%
COc1ccccc1C(=O)NNC(=O)C(=O)NC1CCCCC1
    -1% | 28% | -3%
Cc1oc2cc3oc(=O)ccc3cc2c1C
    9% | -16% | ?
Nc1c2c(nc3sc4c(c13)CCCC4)-c1ccccc1CC2
    ? | -20% | -8%
CC(OC(=O)c1nn(C)c(=O)c2ccccc12)C(=O)NCc1ccc2c(c1)OCO2 (stereo not drawn)
    2% | 6% | 1%
Cc1ccc(OCC(=O)Nc2ccc(S(=O)(=O)N(C)C3CCN(C)CC3)cc2)c(C)c1
    ? | -23% | -8%
O=C(CCCN=C1NS(=O)(=O)c2ccccc21)OCC(=O)N1CCc2ccccc21
    -18% | 13% | -12%
OC(CN1CCCCC1)CN1CCCCC1
    2% | -3% | 16%
C/C=C(\C)CN1CCN(c2ccc(C)cc2)CC1
    -5% | 7% | ?
Cn1c(SCc2ccccn2)nnc1-c1ccccc1
    13% | -2% | -7%
COc1cc2cc(CN(C(=O)NC3CCCCC3)C3CCCC3)c(=O)[nH]c2cc1OC
    -4%[2.35 µM] | -3% | -6%

This is a random part of the collection; 0.54% or so of the library scored in one or more.
